Assay outcomes as filed in PubChem.
SDO1 yeast rescue = compounds rescuing growth of sdo1-depleted yeast, bone marrow failure model; z-score at 10 µM; AID 817; S. cerevisiae sdo1-depleted JHY4D growth rescue, OD600 30 h; stronger effect = higher value; pdr5 snq2 efflux-pump mutant strain; actives 0.21% (n = 140,000);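 active means z-score above 3 at both the 24 hr and the 30 hr optical density reads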;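 further: z-score against mean and SD of all compound wells on the same plate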
INS promoter inh = TRM-6 insulin promoter activity inhibition. TRM-6 cells (human fetal islet line), insulin promoter-eGFP reporter, imaging; reporter expression induced with tamoxifen. actives 0.9% (n = 130,000). inhibition, % at 2 µM;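 active means inhibition above the mean plus 3 SD, with well images judged a real hit on visual review, cut at about 60% in these data, passing the limit was not always enough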
SDO1 yeast rescue Rescue 24 h = second read-out of SDO1 yeast rescue, no call of its own (marks repeat the call); z-score; S. cerevisiae sdo1-depleted JHY4D growth rescue, OD600; measured here: growth rescue at 24 h;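 0 is the plate mean of compound wells and units are plate SD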
The depositor's hits bear a star; / = no result given.

Fields: SDO1 yeast rescue	SDO1 yeast rescue Rescue 24 h	INS promoter inh
> Cc1nc2ccccc2c(=O)n1CCN1CCOCC1
 : 0.29	0.67	38
> O=C(NCc1ccccc1)C1CCCN(S(=O)(=O)c2cccc3nonc23)C1 (stereo not drawn)
 : -1	-2.3	-67
> CCn1c(Cc2ccccc2)nnc1SCC(=O)Nc1cc(C)on1
 : -0.16	-0.14	30
> Cc1cc(NS(=O)(=O)c2ccc(NC(=O)CCc3ccccc3)cc2)no1
 : 0.58	0.77	-32
> Cc1ccc(Oc2ncnc(N)c2[N+](=O)[O-])cc1
 : /	/	56
> COc1ccc(N2C(=O)NC3CC2(C)Oc2ccc(Cl)cc23)cc1OC (stereo not drawn)
 : 0.17	-0.3	/
> COc1cc(-c2nnc(SCC(=O)c3ccccc3)o2)cc(OC)c1OC
 : -1.4	-1.9	/
> CC(c1ccccc1C(O)c1ccccc1)N(C)C (stereo not drawn)
 : 0.44	0.09	/
> COCCN1Cc2cccc(C(=O)NC3CCCCCC3)c2C1=O
 : 0.18	-0.17	17
> Cc1sc(NC(=O)c2ccco2)c(C(Nc2ccccn2)c2ccccc2)c1C (stereo not drawn)
 : -0.89	-0.91	/
> COc1ccc(NC(=O)CS(=O)CC(=O)NCc2cccc(C(F)(F)F)c2)cc1 (stereo not drawn)
 : 0.15	0.33	/
> CCCCCC(=O)NNC(=S)NC(=O)c1ccc([N+](=O)[O-])cc1
 : /	/	7
> CC1CN(c2oc(-c3ccco3)nc2S(=O)(=O)c2ccccc2)CC(C)O1 (stereo not drawn)
 : -0.97	-0.72	18
> CC(C(=O)NCc1ccccc1)N1C(=O)C2CC=C(Cl)CC2C1=O (stereo not drawn)
 : -0.32	-0.91	17
> CN(C)CCN1C(=O)C(O)=C(C(=O)c2ccco2)C1c1ccccc1F (stereo not drawn)
 : -0.23	-0.43	6
> COc1ccc(C2CC(c3cccc(C)c3)n3nc(N)nc3N2)cc1 (stereo not drawn)
 : 1.2	1.6	/
> Cc1nc(-c2cccc(NS(=O)(=O)c3cccc4ccccc34)c2)cs1
 : -1.8	-1.4	7
> Cc1ccccc1C(=O)Nc1ccccc1-c1nnn(CC(=O)Nc2ccc3c(c2)OCCO3)n1
 : -1.3	-0.72	/
> CC(=O)c1ccc(N2CCN(C(=O)CCCc3nc4ccccc4s3)CC2)cc1
 : -0.3	-1.2	22
> COc1ccc(NC(=O)c2[nH]ncc2[N+](=O)[O-])cc1
 : /	/	52

Other compounds follow:
Fields: SDO1 yeast rescue	SDO1 yeast rescue Rescue 24 h	INS promoter inh
> O=C(COc1ccccc1)N1CCN(S(=O)(=O)c2ccc(Cl)cc2)CC1
 : 1	1.9	/
> COc1ccc2[nH]c(=O)c(CN(CCO)S(=O)(=O)c3c(C)ccc4nsnc34)cc2c1
 : 1.1	0.29	25
> CCN1C(=O)N(CC)C2C1N(CO)C(=O)N2CO (stereo not drawn)
 : /	/	8
> Cn1nnnc1SCC(=O)NCC(=O)c1ccccc1
 : 0.22	-0.8	-64
> N#Cc1c(NC(=O)c2ccccc2)sc2c1CCCCC2
 : -0.3	0.91	-253
> CCOc1ccc(NC(=O)CSc2nc3cccnc3n2CC)cc1
 : 0.54	0.17	0
> COCCn1c(-c2ccc(OC)cc2)cnc1SCC(=O)Nc1ccc(OC)cc1OC
 : -0.8	-0.12	0
> COC(=O)[C@H](CCSC)NC(=O)N1CCC(C)CC1
 : 0.73	-0.18	43
> CC1=CN2C(=NC(=O)CC2(C)C(=O)N(CC(=O)NC2CCCC2)c2cc(C)cc(C)c2)C=C1 (stereo not drawn)
 : /	/	29
> CC(=O)N(Cc1c(C)nn(-c2ccccc2)c1Cl)c1ccc(Cl)cc1
 : -1.5	-1.1	-46
> COCCNc1c2c(nc3c(-c4ccccc4)c(C)nn13)CCCC2
 : -1.3	-0.58	61
> NC(=O)c1c(NC(=O)C2COc3ccccc3O2)sc2c1CCN(Cc1ccccc1)C2 (stereo not drawn)
 : /	/	-36
> O=C(Cc1c[nH]c2ccccc12)NCc1ccc(Cl)cc1
 : -0.48	-0.78	-3
> C=CCNc1ncnc2ccc(Br)cc12
 : 0.7	0.08	-9
> CCc1cccc(CC)c1-n1c(SCC(=O)c2c(N)n(C)c(=O)n(C)c2=O)nnc1-c1cccnc1
 : 0.27	1.1	/
> COC(=O)c1c(N)sc(C(C)=O)c1C
 : 0.35	-0.32	/
> CCc1ccc2c(c1)c1nnc(NN)nc1n2CC
 : 0.64	0.54	0
> CC1CCCN(C(=O)C(C)Sc2nc(-c3ccccc3)cc(C(F)(F)F)n2)C1 (stereo not drawn)
 : -1.1	-0.55	/
> CCC(O)CNC(=O)NC(=C(Cl)Cl)c1ccc(C)c(F)c1 (stereo not drawn)
 : 0.36	0.15	-13
> Cn1cccc1C(=S)N=P(C1CCCCC1)(N1CCOCC1)N1CCOCC1
 : 0.62	1.3	/

Full records, quoted from the list.
CC(=O)c1ccc(N2CCN(C(=O)CCCc3nc4ccccc4s3)CC2)cc1 in the list: SDO1 yeast rescue = -0.3; SDO1 yeast rescue Rescue 24 h = -1.2; INS promoter inh = 22
COc1ccc(C2CC(c3cccc(C)c3)n3nc(N)nc3N2)cc1 (stereo not drawn) in the list: SDO1 yeast rescue = 1.2; SDO1 yeast rescue Rescue 24 h = 1.6; INS promoter inh = /

Continuation:
Fields: SDO1 yeast rescue	SDO1 yeast rescue Rescue 24 h	INS promoter inh
> Oc1ccc(Oc2ccc3c(C(F)(F)F)cc(C(F)(F)F)nc3n2)cc1
 : -1.9	-2.2	15
> COc1cc(C(=O)Nc2ccc(NC(=O)c3ccco3)nc2)cc(OC)c1OC
 : 0.11	-0.02	/
> CCOc1ccccc1NC=C1C(=O)OC(C)(C)OC1=O
 : 1.1	1	-17
> CN(C)c1oc(COc2ccccc2F)nc1C#N
 : 0.24	-0.03	0
> O=C1CN(C(=O)COC(=O)/C=C/c2ccc(OC(F)F)cc2)c2ccccc2N1
 : 0.38	-0.08	/
> O=C(NC(c1ccc(Cl)cc1)c1cc(Cl)c2cccnc2c1O)c1cccnc1 (stereo not drawn)
 : -2.1	-1.5	-347
> Cc1ccc(C)c(NC2=NCC(=O)N2C2CCCCC2)c1
 : -0.09	-0.44	53
> COc1ccc(C(C)=O)cc1COC(=O)Cn1cnc2ccccc2c1=O
 : -0.62	-0.49	/
> Cc1ccc(S(=O)(=O)CCc2nc3ccccc3s2)cc1
 : 1.5	1.2	-90
> COc1ccc(CN2C(=O)CN=C2Nc2ccc(C)cc2C)cc1
 : 1.2	0.86	60
> Cc1ccccc1-c1n[nH]c(=S)n1/N=C/c1c(C)nn(-c2ccccc2)c1C
 : -0.87	-0.11	-52
> S=c1[nH]nc(-c2ccc3ncccc3c2)n1-c1ccc2c(c1)OCCO2
 : /	/	-89
> COc1ccc(C(=O)NN(C)c2nc(-c3ccccc3)cc(C)c2S(C)(=O)=O)cc1
 : -0.4	0.19	4
> CCCN(CCC)CCCNC(=O)C1c2cc(OC)c(OC)cc2C(=O)N(C)C1c1cccnc1 (stereo not drawn)
 : /	/	-53
> COCCN=C1Sc2nc3c(C)cccc3cc2CN1Cc1ccco1
 : -0.77	-1.7	-34
> Cc1cc(-c2ccco2)n(CC(=O)NCc2ccco2)n1
 : 1	0.87	/
> CCN1C(=O)C(CC(=O)Nc2ccc(F)cc2)N(CCCN2CCN(c3ccc(F)cc3)CC2)C1=S (stereo not drawn)
 : /	/	-64
> O=C(COC(=O)CCS(=O)(=O)c1ccc(Cl)cc1)NCCc1ccccc1
 : 0.48	0.18	/
> Cc1ccc(OCc2nn3c(-c4ccco4)nnc3s2)cc1
 : 0.12	0.37	31
> COCCCN1C(=O)C(=O)/C(=C(/O)c2ccc3c(c2)OCCO3)C1c1ccc(C(=O)OC)cc1 (stereo not drawn)
 : 0.09	-0.16	41

Limited to SDO1 yeast rescue, for some of the entries so far:
| structure | SDO1 yeast rescue |
| --- | --- |
| C=CCNc1ncnc2ccc(Br)cc12 | 0.7 |
| CCc1cccc(CC)c1-n1c(SCC(=O)c2c(N)n(C)c(=O)n(C)c2=O)nnc1-c1cccnc1 | 0.27 |

Pulled one by one from the list above, 3 records:
Fields: SDO1 yeast rescue	SDO1 yeast rescue Rescue 24 h	INS promoter inh
> Cc1ccccc1-c1n[nH]c(=S)n1/N=C/c1c(C)nn(-c2ccccc2)c1C
 : -0.87	-0.11	-52
> Cc1ccc(S(=O)(=O)CCc2nc3ccccc3s2)cc1
 : 1.5	1.2	-90
> Cc1cc(-c2ccco2)n(CC(=O)NCc2ccco2)n1
 : 1	0.87	/

Among those listed so far, these contain a cyano group:
Fields: SDO1 yeast rescue	SDO1 yeast rescue Rescue 24 h	INS promoter inh
> N#Cc1c(NC(=O)c2ccccc2)sc2c1CCCCC2
 : -0.3	0.91	-253
> CN(C)c1oc(COc2ccccc2F)nc1C#N
 : 0.24	-0.03	0

New compounds follow
Fields: SDO1 yeast rescue	SDO1 yeast rescue Rescue 24 h	INS promoter inh
> CC1CN(CCOc2ccc([N+](=O)[O-])cc2)CC(C)O1 (stereo not drawn)
 : -0.01	-0.84	5
> COc1cc(CNC(C)(C)CO)cc(Br)c1OCc1ccc(Cl)cc1
 : -1.7	-2.2	14
> CCCNc1nc2c(c(=O)[nH]c(=O)n2C)n1CCCc1ccccc1
 : 0.32	-0.03	-64
> CC(C)CCC1CC(CSC(=N)N)OC1=O (stereo not drawn)
 : 0.43	0.49	20
> CNc1oc(-c2ccc(Cl)cc2)nc1C#N
 : 0.31	-0.66	/
> FC(F)(F)c1cccc(N/N=C/c2ccccc2)c1
 : -1.8	-1.5	/
> CCOc1cc(/C=N/NC(N)=S)cc(Br)c1OCc1ccccc1C
 : -0.79	0.28	18
> COc1cc(NC(=O)COC(=O)/C=C/c2ccc(Cl)cc2Cl)cc(OC)c1
 : -0.5	0.59	57
> Nc1nonc1OCCOCCOCCOc1nonc1N
 : /	/	27
> O=C(C[n+]1cc(-c2ccccc2)n2c1CCCCC2)c1ccc(Cl)cc1
 : 1.1	1.4	/
> O=C(NCc1ccco1)C1CC2CCC1C2 (stereo not drawn)
 : -0.27	-0.62	0
> Nc1c(C2=NCCO2)nnn1Cc1ccccc1
 : 0.14	-0.83	-43
> N#Cc1nc(-c2ccco2)oc1N1CCN(Cc2ccccc2)CC1
 : 0.58	0.78	-43
> Cc1ccc(NC(=S)Nc2c(C)n(C)n(-c3ccccc3)c2=O)cc1
 : 0.7	0.35	0
> CN(c1ccc(F)cc1)S(=O)(=O)c1ccc2[nH]cc(C(=O)O)c(=O)c2c1
 : 1	1.1	/
> N#Cc1nc(COc2ccccc2F)oc1NCCCn1ccnc1
 : -0.57	-0.43	-35
> Cc1[nH]c(=O)[nH]c(=O)c1CSc1nnc([C@H](CC(C)C)NC(=O)OC(C)(C)C)o1
 : 0.85	2.1	/
> CCC(=O)N1CCc2cc(S(=O)(=O)N3CCc4ccccc4C3)ccc21
 : -0.16	-0.13	61
> COC(=O)c1cnc(SCc2ccc(C)cc2)n1C
 : /	/	-77
> COc1ccccc1N1CCN(CC(O)COc2cccc3ccccc23)CC1 (stereo not drawn)
 : -0.39	-1	10

Going on with the list:
smiles	SDO1 yeast rescue	SDO1 yeast rescue Rescue 24 h	INS promoter inh
CCN(CC(O)CON=C1c2ccccc2-c2ccccc21)S(=O)(=O)c1ccc(Cl)cc1 (stereo not drawn)	-0.06	0.01	/
CCc1cc2c(=O)n(CC(C)C)cnc2s1	0.56	0	17
CCN1C(=O)CC(n2c(C)nc3ccccc32)C1=O (stereo not drawn)	1.3	1.8	30
COc1ccc(C(C[N+](=O)[O-])c2c(-c3ccccc3)cc3ccccn23)cc1 (stereo not drawn)	-1.8	-0.37	57
CCc1ccc(OCC(=O)N/N=C/c2cc([N+](=O)[O-])ccc2N2CCCCCC2)cc1	0.32	0.75	-30
CCCNNC(=O)C(O)(c1cccc(C)c1)c1cccc(C)c1	0.61	0.64	-26
COc1ccc2c(CC(=O)Nc3ccc(OC)nc3)coc2c1	/	/	-45
CC1=NN(c2ccc(C)cc2C)C(=O)C1C(c1ccccc1)C1C(=O)N(c2ccc(C)cc2C)N=C1C (stereo not drawn)	1.1	1.3	-62
CN(C)C(=O)Cn1c(SCC(=O)NCc2ccc3c(c2)OCO3)nc2ccccc21	1.2	0.99	23
O=C(CN1CCN(c2ccccn2)CC1)NC1CCCC1	1.4	0.84	/
CCCCN1C(=O)C(CC(=O)NCC)SC1=Nc1ccccc1 (stereo not drawn)	-0.16	-0.2	-450
CCOc1ccc(S(=O)(=O)N2CCN(C(=O)c3sccc3C)CC2)cc1	-0.5	-1.1	-26

Later entries
smiles	SDO1 yeast rescue	SDO1 yeast rescue Rescue 24 h	INS promoter inh
CCNC(=O)NCc1c(C)c(C)n(Cc2ccccc2)c1-n1cccc1	/	/	20
O=C(Nc1nsc(-c2ccccc2)n1)c1cccs1	0.58	-0.17	0
O=C(O)CCC1COc2ccccc2O1 (stereo not drawn)	0.37	-0.81	10
O=S(=O)(c1ccc(OCC(O)CN2CCN(c3ccc(F)cc3)CC2)cc1)N1CCOCC1 (stereo not drawn)	-1.2	-1.1	/
O=C(COC(=O)C1CC2C=CC1C2)NCc1ccco1 (stereo not drawn)	-0.26	0.8	/
Cn1ccnc1SCC(=O)c1cc2ccccc2o1	-1.2	-0.78	-27
CN(C)c1nc(NCc2ccccc2)nc(N/N=C/c2ccccc2F)n1	/	/	-12
COc1ccc(-c2nnn(CCC(=O)O)n2)cc1	0.47	-0.07	-31
COC(=O)CC1Oc2ccccc2N(Cc2ccccc2)C1=O (stereo not drawn)	1.1	1.4	-57
CC(=NCc1cccnc1)C1=C(O)c2ccccc2C1=O	0.66	0.33	/
CC(C)CCNC(=O)CN(Cc1ccco1)C(=O)c1snc(C(N)=O)c1N	/	/	-17
CC(=O)N1c2ccc3ccccc3c2C(C)CC12CCCCC2 (stereo not drawn)	-0.05	1.4	11

The list is partial; count on the stated rates, not on these rows.
